MrgX1 antagonist – antagonists of human MrgX1 receptor. B-score at 10 µM. actives 1.3% (n = 310,000). Q96LB2. MRGX1-HEK293 calcium flux, Fluo-4, BAM8-22 antagonism; hits give low values;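 active = calcium-response B-score plate-corrected more than 3 library SD below zero, starting fluorescence within 5 deviations, no agonist response on first addition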;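 note: peak minus trough fluorescence over baseline after final BAM8-22 challenge near maximal dose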
AI-2 QS mod – modulators of Vibrio harveyi AI-2 quorum sensing system; activity change, % at 7.5 µM; Vibrio harveyi JMH597 AI-2 luminescence/OD600 ratio, 9 h; hits give low values; strain lacks LuxN and CqsS sensors; 0 = neutral-control median; AID 2094; actives 0.4% (n = 300,000); in the data active = activity change below about -75%, passing the limit was not always enough; inconclusive = no clear call, values can overlap the other calls;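 note: luminescence divided by OD600 gain over 9 h not by final OD600 alone; inactives centre near 13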
TRPC6 activator – mouse TRPC6 channel activation | Q61143 | HEK293-TRPC6 membrane potential dye fluorescence; hits give high values | B-score at 10 µM | actives 0.13% (n = 310,000) | AID 2550;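 active = B-score of the integrated fluorescence ratio above library mean plus 3 SD, and starting fluorescence ratio within library mean plus 5 SD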;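 note: higher score means more depolarization so channel activation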
TRPC4 inh – blocks the mouse TRPC4 cation channel; Q9QUQ5; HEK293 TRPC4beta/mu-opioid, DAMGO-evoked Fluo4 calcium flux; hits give low values; B-score at 10 µM; actives 0.39% (n = 300,000); AID 2247;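 active = B-score over 3 SD under the library average, no early fluorescence shift, positive overall ratio signal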
Target sequence (Q9QUQ5 whole entry, looked up): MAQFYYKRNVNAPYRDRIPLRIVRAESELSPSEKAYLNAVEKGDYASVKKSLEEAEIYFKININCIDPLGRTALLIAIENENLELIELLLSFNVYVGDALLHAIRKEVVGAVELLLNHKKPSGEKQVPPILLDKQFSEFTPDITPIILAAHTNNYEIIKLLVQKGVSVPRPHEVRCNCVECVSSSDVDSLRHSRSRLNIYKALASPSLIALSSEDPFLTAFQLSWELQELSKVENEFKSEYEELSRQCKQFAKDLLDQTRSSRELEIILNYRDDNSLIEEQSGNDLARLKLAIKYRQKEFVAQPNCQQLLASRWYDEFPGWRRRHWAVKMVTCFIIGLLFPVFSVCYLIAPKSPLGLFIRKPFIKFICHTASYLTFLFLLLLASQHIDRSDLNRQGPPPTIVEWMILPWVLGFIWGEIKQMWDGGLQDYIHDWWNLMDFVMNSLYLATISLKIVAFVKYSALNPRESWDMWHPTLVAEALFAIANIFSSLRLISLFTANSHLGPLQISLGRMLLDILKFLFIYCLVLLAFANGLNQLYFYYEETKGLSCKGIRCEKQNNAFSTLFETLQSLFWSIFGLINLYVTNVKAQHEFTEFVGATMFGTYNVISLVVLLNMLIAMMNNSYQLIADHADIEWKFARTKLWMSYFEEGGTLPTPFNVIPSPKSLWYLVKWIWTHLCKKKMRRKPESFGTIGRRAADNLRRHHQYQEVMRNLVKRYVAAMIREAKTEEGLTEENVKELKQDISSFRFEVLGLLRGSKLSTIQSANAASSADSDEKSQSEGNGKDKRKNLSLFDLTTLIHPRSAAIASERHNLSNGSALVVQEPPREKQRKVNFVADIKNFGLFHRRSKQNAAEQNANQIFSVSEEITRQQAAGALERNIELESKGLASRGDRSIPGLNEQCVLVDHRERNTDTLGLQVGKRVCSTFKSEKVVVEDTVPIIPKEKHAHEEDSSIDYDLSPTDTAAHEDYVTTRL
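Assay system: TRPC4beta/mu-opioid receptor HEK293 cell line; compound dosing: single concentration per test compound; detection: Fluo4 Ca2+ flux fluorescence; evaluation: per-well B score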
TRPC4 PAM – allosterically enhances the mouse TRPC4 cation channel. HEK293 TRPC4beta/mu-opioid, DAMGO EC20, Fluo-4 Ca2+ flux; hits give high values. B-score at 10 µM. actives 0.42% (n = 310,000);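 active = B-score of calcium response area above 5 SD of library B-scores, with initial fluorescence ratio within 5 SD of library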;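 note: B-score of integrated fluorescence ratio over time as area under calcium response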
PolyA inh – inhibitors of polyadenylation in S. cerevisiae. calls only at 12 µM. S. cerevisiae SKY197-pL101 polyadenylation reporter, beta-gal luminescence; efflux-impaired pdr1/pdr3 knockout yeast; score 100 = 6 SD above DMSO. actives 0.02% (n = 300,000);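 active = lowest replicate activity score at least 50, where 100 means six control SD above control mean; inconclusive = lowest score under 50 but half or more replicates reach 50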;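 note: yeast exposed to compound for 9 h at 30 °C; higher score means more reporter readthrough which indicates perturbed polyadenylation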
MrgX1 allo act – human MrgX1 positive allosteric modulation, primary screen; MrgX1-HEK293, Fluo-4 calcium flux, FDSS; hits give high values; actives 0.63% (n = 310,000); AID 588675; B-score at 10 µM;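 active = plate-corrected calcium response at least 3 library SD above typical, normal starting fluorescence, not activating the receptor alone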;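 note: compound read alongside a low EC10 to EC30 dose of BAM8-22 agonist; peak minus trough fluorescence over baseline measured at the second addition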
MrgX1 agonist – activates human MrgX1 receptor signaling | MrgX1-HEK293 cells, Fluo-4 calcium fluorescence, agonist mode; hits give high values | B-score at 10 µM | actives 0.44% (n = 310,000);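 active = calcium response B-score plate-corrected fluorescence ratio at least 3 library SD, with starting fluorescence B-score inside 5 SD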
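Assay system: MrgX1-expressing HEK293 cells / Amount: fifteen thousand cells per well / Doses: test compound in the initial addition of three / Timing: cells plated overnight, dye loaded 0.5 h 37 °C, 0.5 h room temperature / Technique: kinetic calcium dye fluorescence, Fluo-4 NW / Control set: positive and negative controls per plate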
HIF act – HIF pathway transcriptional activation; actives 0.32% (n = 300,000); AID 1910; activation, % at 7.5 µM (by protocol); U2OS HRE-luciferase reporter, luminescence; normalized: DMSO 0%, desferrioxamine 100%;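 active = mean activation of at least 10% of the iron chelator positive control signal, with at least half of replicates also reaching 10%; inconclusive = mean and replicate majority disagree about reaching 10%; inactive = mean and most replicates under 10%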
TRPC6 inhibitor – mouse TRPC6 channel inhibition | Q61143 | HEK293-TRPC6, membrane potential dye, ACh-evoked depolarization; hits give low values | B-score at 10 µM | actives 1.1% (n = 310,000) | AID 2553;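 active = B-score under library mean minus 3 SD, initial fluorescence not abnormally high, positive integrated signal ratio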;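 note: B-score derived from integrated fluorescence ratio over the kinetic read; more negative B-score means stronger inhibition of depolarization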
TRPC4 agonist – activators of mouse TRPC4 channel | Q9QUQ5 | HEK293 TRPC4beta/mu-opioid, Fluo4 calcium fluorescence; hits give high values | B-score at 10 µM | actives 0.49% (n = 310,000) | AID 2237;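 active = B-score above 5 SD of library B-scores, and initial fluorescence ratio not above library mean plus 5 SD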;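 note: positive B-score marks a calcium rise read as TRPC4 activation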
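Material: TRPC4beta and mu-opioid receptor HEK293 stable cells | Incubation: 45 min room-temperature Fluo4 loading, 110 s read | Detection: Kinetic Fluo4 calcium fluorescence | Measure: Integrated baseline-normalised fluorescence ratio, converted to per-well B score | Benchmarks: Low control buffer alone, high control maximal DAMGO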
The depositor's hits bear a star; i = inactive; ? = inconclusive; · = no result given.

SMILES,MrgX1 allo act,TRPC6 activator,PolyA inh,HIF act,AI-2 QS mod,MrgX1 antagonist,TRPC6 inhibitor,TRPC4 PAM,TRPC4 agonist,MrgX1 agonist,TRPC4 inh
CC(=O)c1ccc(N2CCN(S(=O)(=O)c3ccc4c(c3)CC(C)N4C(C)=O)CC2)cc1 (stereo unspecified),i,i,i,0.0,22,i,i,i,i,i,i
CN(C)c1ccc(C(=O)N2CCCC2)cc1,i,i,i,0.8,5,i,i,i,i,i,i
Cc1nn(-c2ccccc2)c(Cl)c1/C=C1/C(=N)N2N=C(C(C)C)SC2=NC1=O,9.6*,i,i,-0.4,27,i,i,i,i,i,i
O=C(O)CCCNS(=O)(=O)c1ccc2c(c1)OCCCO2,i,i,i,-0.2,12,i,i,i,i,i,i
Cc1[nH]c2ccc(C(=O)NCCN3CCCCCC3)cc2c1C,i,i,i,-0.5,2,i,i,i,i,i,i
Cc1ccc(OCCN2CCCCCC2)c(C)c1,i,i,i,-0.3,-4,i,i,i,i,i,i
O=C(NC(=S)Nc1ccc(NC(=O)c2cccs2)cc1)c1cc2ccccc2o1,i,i,i,-0.1,3,i,i,i,i,i,i
Cc1c(NC(=O)c2cccs2)c(=O)n(-c2ccccc2)n1C,i,i,i,-60,21,i,i,i,i,i,i
c1ccc(Cn2c(NCc3ccncc3)nc3ccccc32)cc1,i,i,i,-0.4,10,i,i,i,i,i,i
COc1cc(NC(=O)Cn2ccsc2=N)cc(OC)c1,i,i,i,-0.1,2,i,i,i,i,i,i
COC(=O)c1nn(-c2ccc(C)cc2)c2nnc(Cc3ccccc3)c(=O)n12,i,i,i,0.0,23,i,i,i,i,i,i
O=c1[nH]n(-c2ccccc2)c(=O)c(Cl)c1Cl,i,i,i,0.9,26,i,i,i,i,i,i
COC(=O)CN1C2=NCCCN2c2ccccc21,i,i,i,-0.7,18,i,i,i,i,i,i
O=C(Nc1nnc(-c2cccs2)o1)C1CC1,i,i,i,0.0,15,i,i,i,i,i,i
Cc1ccc([N+](=O)[O-])cc1N=C(c1ccc([N+](=O)[O-])cc1)N1CCOCC1,i,i,i,0.3,12,i,i,i,i,i,i
COc1ccc(Br)cc1S(=O)(=O)N1CCCC1,i,i,i,0.2,-4,i,i,i,i,i,i
Cc1ccc(C2(c3noc(CN4CCOCC4)n3)CCCC2)cc1,i,i,i,-0.5,14,i,i,i,i,i,i
CC(C)OC(=O)c1cc2c(ccn2-c2ccc(F)cc2)n1CC(=O)N1CCN(C(=O)c2ccco2)CC1,i,i,i,0.2,16,i,i,i,i,i,i
CCOC(=O)N1CCN(CCC(=O)Nc2ccc(OC)cc2)CC1,i,i,i,-0.1,23,i,i,i,i,i,i
CSc1nnc(-c2ccc(O)cc2)n1C,i,i,i,0.1,12,i,i,i,i,i,i
CSc1nc(C)c2c(n1)N(c1cccc(C)c1)CC2,i,i,i,0.3,15,i,i,i,i,i,i
Cc1nn(CC(=O)Nc2ccccn2)c(C)c1[N+](=O)[O-],i,i,i,0.0,24,i,i,i,i,i,i
Cn1ccsc1=NC(=O)c1ccc(CS(C)(=O)=O)cc1,i,i,i,1.4,2,i,i,i,i,i,i
CCS(=O)(=O)c1nc(S(=O)(=O)c2ccc(Cl)cc2)c(NCc2ccco2)s1,i,i,i,-0.6,2,i,i,i,i,i,i
Cn1cc(CC(=O)NCc2ccc(F)cc2)c2ccccc21,i,i,i,0.9,7,i,i,i,i,i,i
COc1ccc([C@@H]2C[C@H]3CN(c4ccccc4)C(=O)[C@]34CCCN24)c(OC)c1OC,i,i,i,-0.3,9,i,i,i,i,i,i
COc1ccc(N2C(=O)CC(Sc3n[nH]c(-c4cccc(C)c4)n3)C2=O)cc1 (stereo unspecified),i,i,i,0.4,57,i,i,i,i,i,i
COc1cccc(-n2cn[nH]c2=S)c1,i,i,i,-0.1,15,i,i,i,i,i,i
CC(C)(CNC(=O)c1ccc(NS(=O)(=O)c2ccc(F)cc2)cc1)N1CCOCC1,i,i,i,-0.1,2,i,i,i,i,i,i
OC(CN1CCN(c2cccc(Cl)c2)CC1)c1ccccc1 (stereo unspecified),i,i,i,0.5,-60,i,i,i,i,i,i
COc1ccc(OC)c(-n2nnnc2SCC(=O)NCc2ccc3c(c2)OCO3)c1,i,i,i,-0.4,17,i,i,i,i,i,i
O=C(Nc1ccc(Cl)cc1)[C@@H]1[C@@H]2C(=O)N(c3cccc(F)c3)C(=O)[C@@H]2[C@H]2C=CC=NN21,i,i,i,0.2,25,i,i,i,i,i,i
COc1ccc(CN(C(=O)c2ccccc2Br)C2CCS(=O)(=O)C2)cc1 (stereo unspecified),i,i,i,-0.2,2,i,i,i,i,i,i
S=C(Nc1ccccc1)N(Cc1ccccc1)Cc1ccncc1,i,i,i,0.2,3,i,i,i,i,i,i
COc1ccccc1C(=O)Nc1ccccc1SC(=O)c1ccccc1OC,i,i,i,?,22,i,i,i,i,i,i
COCCN(C(=O)c1ccco1)c1nnc(-c2ccc(OC)c(OC)c2)s1,i,i,i,0.2,35,i,i,i,i,i,i
CCc1ccc(N2CCN(S(=O)(=O)CC34CCC(CC3=O)C4(C)C)CC2)cc1 (stereo unspecified),i,i,i,0.3,26,i,i,i,i,i,i
CN(CC(=O)OCC(=O)NC(=O)c1cccn1C)S(=O)(=O)c1ccc(Cl)cc1,i,i,i,0.7,13,i,i,i,i,i,i
CCc1c(C)nc2ncnn2c1Nc1ccccc1C,i,i,i,-16,10,i,i,i,i,i,i
CCn1c(N)c(C(=O)Nc2ccccc2C(=O)OC)sc1=S,i,i,i,-0.5,-11,i,i,i,i,i,i
COc1ccc(OCC(O)CN(CC(O)COc2ccc(OC)cc2)c2cccc(O)c2)cc1 (stereo unspecified),i,i,i,0.4,6,i,i,i,i,i,i
Cc1c(NS(=O)(=O)c2ccc(NCC3CCCO3)c([N+](=O)[O-])c2)c(=O)n(-c2ccccc2)n1C (stereo unspecified),i,i,i,0.2,18,i,i,i,i,i,i
CC(O)[C@H]1CNC(=O)C(=O)N1CC1CCCCC1 (stereo partly specified),i,i,·,0.3,6,i,i,i,i,i,i
CCOC(=O)C1=C(OCc2ccc(Cl)cc2)C2C=C(C)C=CC2N=C1 (stereo unspecified),i,i,i,-48,67,i,i,i,i,i,i
C[C@H](NC(=O)[C@@H]1Cc2ccccc2CN1)C(=O)Nc1ccc2c(c1)OCCO2,i,i,i,1.3,10,i,i,i,i,i,i
Cc1ccc(N2C(=O)C3C(C2=O)N2C(c4cccs4)C4C(=O)N(c5ccc(C)cc5)C(=O)C4N2C3c2cccs2)cc1 (stereo unspecified),i,i,i,-0.3,27,i,i,i,i,i,i
CC1(C)Cc2c(cnn2-c2ccccc2)-c2c1c1ccccc1n2CC(O)CCl (stereo unspecified),i,i,i,-0.3,41,i,i,i,i,i,i
COc1ccccc1N1CCN(S(=O)(=O)c2cn(C)nc2C)CC1,i,i,i,0.3,20,i,i,i,i,i,i
O=C1c2nccnc2C(=O)N1c1ccc(C(F)(F)F)cc1,i,i,i,-0.3,2,i,i,i,i,i,i
Cn1c(CCNC(=O)c2ccccc2F)nnc1SCC(=O)Nc1ccccc1F,i,i,i,-0.3,31,i,i,i,i,i,i

Further results:
SMILES,MrgX1 allo act,TRPC6 activator,PolyA inh,HIF act,AI-2 QS mod,MrgX1 antagonist,TRPC6 inhibitor,TRPC4 PAM,TRPC4 agonist,MrgX1 agonist,TRPC4 inh
O=C(Nc1cccc(S(=O)(=O)N2CCCCC2)c1)C1CC(=O)N(c2ccc3c(c2)OCCO3)C1 (stereo unspecified),i,i,i,-0.4,-1,i,i,i,i,i,i
Cc1ccc(S(=O)(=O)Nc2cnc3ccccc3c2)cc1,i,i,i,0.0,35,i,i,i,i,i,i
O=C(c1ccc(S(=O)(=O)N2CCCC2)cc1)N1CCC(CN2C(=O)c3cccc4cccc(c34)C2=O)CC1,i,i,i,-0.4,13,i,i,i,i,i,i
Cc1cccc(OCC(=O)NCc2ccccc2)c1,i,i,i,0.7,7,i,i,i,i,i,i
COc1ccc(Cl)cc1NC(=O)Nc1ccc(C(=O)N2CCOCC2)cc1,i,i,i,0.7,26,i,i,i,i,i,i
CCOc1ccc(N2C(=O)CC(N(C)Cc3ccccc3)C2=O)cc1 (stereo unspecified),i,i,i,-0.4,11,i,i,i,i,i,i
O=C(O)CCC(=O)Nc1ccc(S(=O)(=O)c2ccc(NC(=O)CCC(=O)O)cc2)cc1,i,i,i,2.7,6,i,i,i,i,i,i
CSC1=C(C#N)C2(CCCC2)C(C#N)=C(N)N1,i,i,i,0.2,-2,i,i,i,i,i,i
O=C1CC(=C(c2ccccc2)c2ccccc2)C(=O)N1CCCCN1CCN(c2ccccc2)CC1,i,i,i,0.2,43,i,i,i,i,i,i
CCOC(=O)c1c(N)sc(C(=O)N(C)C)c1C,i,i,i,0.1,30,i,i,i,i,i,i
O=C(NC(=S)NCCc1ccccn1)c1ccccc1,i,i,i,2.2,20,i,i,i,i,i,i
O=C(Nc1ccc(S(=O)(=O)N2CCCCCC2)cc1)c1c(F)cccc1F,i,i,i,-0.4,-6,i,i,i,i,i,i
Cc1nc2nc(SCC(=O)NCCCN3CCCC(C)C3)nn2c(C)c1Cc1ccccc1Cl (stereo unspecified),i,i,i,-0.1,18,i,-6.7*,i,i,i,i
COc1cc(CNCCNC(=O)c2nonc2N)ccc1OCc1ccc(Cl)cc1,i,i,i,1.5,15,i,i,i,i,i,i

A portion of the library; count on the stated rates, not on these rows.
